# Screens as filed in PubChem BioAssay.
# OX1R antag-1: OX1R (human) antagonism | inhibition, % at 6.6 µM | OX1R-expressing cells, FRET antagonist read-out | hit rate 1.8% among 330,000 | AID 485270; in the data active means inhibition mostly above about 38%, no sharp cut-off; inactive means mostly below about 40%;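 further: 0% = agonist challenge alone and 100% = reference antagonist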
# Target sequence (O43613 whole entry, looked up): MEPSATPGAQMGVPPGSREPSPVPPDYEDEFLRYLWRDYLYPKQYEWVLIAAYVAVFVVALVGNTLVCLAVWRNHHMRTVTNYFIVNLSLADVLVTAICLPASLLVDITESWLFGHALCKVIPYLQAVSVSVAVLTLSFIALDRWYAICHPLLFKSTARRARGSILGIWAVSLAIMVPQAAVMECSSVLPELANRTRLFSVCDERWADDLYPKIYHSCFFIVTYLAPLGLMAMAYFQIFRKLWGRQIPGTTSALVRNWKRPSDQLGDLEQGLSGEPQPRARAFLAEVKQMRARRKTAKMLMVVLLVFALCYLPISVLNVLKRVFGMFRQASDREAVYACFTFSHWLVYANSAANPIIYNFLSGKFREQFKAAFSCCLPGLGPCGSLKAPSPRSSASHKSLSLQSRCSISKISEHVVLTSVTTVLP
# OX1R antag-2: blocks the human orexin 1 receptor | CHO/OX1R cells, Fluo-8 calcium fluorescence, orexin A | inhibition, % at 5 µM | hit rate 0.43% among 330,000 | AID 434989;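 active means inhibition above its plate's threshold, mean inhibition of all tested compounds on the plate plus 3 SD, cut at about 37% in these data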;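 further: 0% = orexin A challenge wells and 100% = SB-334867-A antagonist wells; not every result past the cut was called active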
# The depositor's hits bear a star.
OX1R antag-1,OX1R antag-2,structure
-2,-19,CCn1cc(C(=O)N2CCN(c3ccccc3)CC2)c(=O)c2cc(S(=O)(=O)N3CCOCC3)ccc21
4,-15,COc1cc2cc(CCOC(=O)N3CCCCC3)oc(=O)c2cc1OC
10,0,C=CCN=C(NC#N)SCc1ccccc1
20,-15,CC(Sc1nc2ccccc2s1)C(=O)Nc1ccc2c(c1)OCO2 (centres undefined)
4,-6,COCCNC(=O)CCCn1c(=O)c2cc(OC)c(OC)cc2n(CC(=O)c2ccc(Cl)cc2)c1=O
4,-9,O=C1[C@@H]2Cc3c([nH]c4ccccc34)C(c3ccccc3)N2C(=O)CN1CCO (some centres undefined)
7,-6,CCOC(=O)c1cn2nc(-c3ccc(OC)cc3)cc2nc1C1CCN(C(=O)OC(C)(C)C)CC1
11,-22,CCOC(=O)N1CCN(C(=O)CCCCCn2c(=S)[nH]c3cc4c(cc3c2=O)OCO4)CC1
9,-18,CCCCn1c(=N)n(CC(O)COc2ccc(C)cc2)c2ccccc21 (centres undefined)
9,-4,O=C(C[C@H]1C/C=C\CCC(=O)OC[C@H]2CCCN2C1=O)NCCO
16,-10,CCOc1ccc(NC(=O)CN(C)S(=O)(=O)c2ccc3c(c2)CCC(=O)N3)cc1
25,-22,O=C(Cn1nc(C(F)(F)F)c2c1CCC2)Nc1ccccc1C(F)(F)F
19,-6,O=C(Nc1ccc(Cl)cc1)[C@@H]1[C@@H]2C(=O)N(c3ccc(Cl)cc3Cl)C(=O)[C@@H]2[C@H]2C=CC=NN21
10,-20,CCOC(=O)c1sc(NC(=O)CN2CCN(c3ccccc3)CC2)nc1C
13,1,Cc1ccc(OCC(=O)Nc2c[nH]c(=O)[nH]c2=O)cc1C
13,-6,COCCNS(=O)(=O)c1cccn1-c1ncc(C(F)(F)F)cc1Cl
10,3,NC(=O)Cn1cc(C(=O)C(=O)N2CCOCC2)c2ccccc21
3,-32,CCOc1ccc(-c2n[nH]c(=S)c3ccccc23)cc1
25,-11,CC(C)CCNC(=O)C(Cc1ccccc1)NS(=O)(=O)c1ccc2c(c1)c(=O)n(C)c(=O)n2C (centres undefined)
14,-13,COc1ccc(NC(=S)NCc2ccccc2)c(OC)c1
4,-24,CN(CC(=O)Nc1ccccc1Cl)C(=O)COC(=O)c1ccc(-c2ccc(O)cc2)cc1
54,17,O=C(Nc1ccc(Oc2cccc3ccccc23)cc1)c1ccco1
-1,-8,S=c1[nH]c(-c2ccc(Cl)cc2)cs1
5,-4,COC(=O)c1cc2c(s1)-c1cc(F)ccc1OC2
23,11,N#Cc1c(NC(=O)CCC(=O)O)sc2c1CCCCC2
7,-10,Cc1ccc(N2CC(C(=O)OCC(=O)Nc3ccc(F)cc3F)CC2=O)cc1 (centres undefined)
23,-22,COc1ccccc1CNC(=O)CN(C)Cc1ccc(SC)cc1
11,-25,CCOC(=O)C1CCN(CC(=O)Nc2cc(S(=O)(=O)N3CCOCC3)ccc2C)CC1
3,-20,C=CCN1C(=O)C2C(C(=O)NC)C3C=CC2(O3)C1C(=O)NCc1ccc(OC)cc1 (centres undefined)
9,4,Cc1cc(C)cc(C(=O)Nc2ccc(N3CCN(S(C)(=O)=O)CC3)cc2)c1
13,2,CC(C)(C)c1ccc(-c2nc(N)nc(N)n2)cc1
16,-36,COc1ccccc1C1CC(c2ccco2)=NN1c1ccccc1 (centres undefined)
6,-15,COc1cccc(NC(=O)CCN2CCC(C(N)=O)CC2)c1
-3,-23,O=C(COc1cccc(C(F)(F)F)c1)Nc1ccc(S(=O)(=O)N2CCCCC2)cc1
23,32,CCCN1C(=O)/C(=C/c2c(N3CCNC(=O)C3CC(=O)OCC)nc3c(C)cccn3c2=O)SC1=S (centres undefined)
11,7,Cc1cc2c(cc1S(=O)(=O)CCC(=O)Nc1cccc(C(F)(F)F)c1)OCC(=O)N2
16,-21,COc1ccc(OC)c(/C(O)=C/C(=O)C(=O)Nc2ccccc2OC)c1
35,-20,O=C(Nc1cn(-c2ccccc2)nc1-c1ccccc1)c1ccccc1
5,-13,CCOC(=O)Nc1cccc(C(=O)O)c1
17,-11,CCOC(=O)c1[nH]c2ccc(OC)cc2c1NC(=S)N1CCN(c2cccc(Cl)c2)CC1
0,-13,O=C(O)c1ccc(-c2ccc(O)c(F)c2)cc1
15,-23,Cc1cc(C(=O)OCC(=O)N(CC(C)C)c2c(N)n(Cc3ccccc3)c(=O)[nH]c2=O)c(C)o1
12,-6,CCCC(=O)N1CCN(c2ccc(NC(=O)C(C)(C)C)cc2Cl)CC1
8,-14,Brc1cccc(CN2CCCCCCC2)c1
17,-25,S=C(NC1CCCC1)N1CCN(c2cccc(Cl)c2)CC1
12,-18,O=C(CNC(=O)Cc1ccccc1)NCC(=O)OCC(=O)c1cccc2ccccc12
14,-18,COC(=O)[C@H]1C[C@@H]1[C@H](NC(=O)OCc1ccccc1)c1ccccc1
0,12,Nc1cc([N+](=O)[O-])cc2oc(-c3ccccc3)cc12
12,-7,O=c1cc(-c2ccccc2)n(S(=O)(=O)c2ccccc2)o1
13,-9,CC1CC(C)CN(Cc2nc3c(c(=O)n(C)c(=O)n3C)n2CCN2CCOCC2)C1 (centres undefined)
9,-6,Cc1c[nH]c2ccccc12
4,-19,CCC(C)c1ccc(S(=O)(=O)N2CCN(C(C)CC(=O)O)CC2)cc1 (centres undefined)
-3,-11,Cc1cc(C)cc(OCC(=O)Nc2cccc(S(=O)(=O)NC3=NCCC3)c2)c1
13,-28,COc1cc(O)oc1C=Nc1ccc(Cl)cc1Cl
7,-10,Cc1nn(Cc2cccc(C(N)=O)c2)c(C)c1Br
4,-31,CCCCCCn1c(CN2CCN(C(=O)c3ccco3)CC2)nc2c1c(=O)n(C)c(=O)n2C
20,-11,CSc1cnc2c(N)nc(N(C)C)nc2n1
38,-20,CCOC(=O)c1ccc(-c2c(-c3ccc4c(c3)OCO4)noc2C)cc1F
17,-3,CCc1ccc(CN(C)C(=O)c2ccc3c(c2)OCCO3)cc1
16,-15,Cc1ccc(CSCCNC(=O)c2ccccc2)cc1

# Next section
OX1R antag-1,OX1R antag-2,structure
10,-17,Cc1cc(NC2CCCCC2)nc2ccccc12
10,-15,COc1ccccc1CNC(=O)C[n+]1ccccc1
11,-21,c1ccc(C2CSc3ccccc3N2)cc1 (centres undefined)
25,-27,Cc1oc2cc3oc(=O)c(CCC(=O)N4C[C@H]5C[C@@H](C4)c4cccc(=O)n4C5)c(C)c3cc2c1C
11,-17,COc1ccccc1NC(=O)CCC(=O)OCc1ccc(Cl)cc1
21,-24,Cc1ccnc(SCCn2c(N3CCN(c4ccccc4)CC3)nc3c2c(=O)[nH]c(=O)n3C)n1
7,-17,C/C(=N\OC(=O)c1ccc(C)cc1)c1c(C)nc2cc(C)ccn12
11,-29,Cc1ccc(-n2cc(CN3CCC(CO)(Cc4ccccc4)CC3)cn2)cc1
17,-9,O=C(NC1(C(F)(F)F)NC(=O)N(Cc2cccnc2)C1=O)c1ccccc1 (centres undefined)
11,-23,CCOc1ccc(C(=O)Nc2cccc(-c3ccc(N4CCOCC4)nn3)c2)cc1OCC
9,-8,CCCCCCCCC(NC(=O)c1ccc(C#N)cc1)C(=O)NCCC (centres undefined)
-6,0,N#Cc1c(-c2ccncc2)cc(-c2ccc(F)cc2)nc1N

# Two of these compounds, set out differently:
O=C(Nc1cn(-c2ccccc2)nc1-c1ccccc1)c1ccccc1
- OX1R antag-1 = 35
- OX1R antag-2 = -20

CCOC(=O)N1CCN(C(=O)CCCCCn2c(=S)[nH]c3cc4c(cc3c2=O)OCO4)CC1
- OX1R antag-1 = 11
- OX1R antag-2 = -22

# Next entries follow.
OX1R antag-1,OX1R antag-2,structure
9,-40,COc1ccc([C@H]2C(C(=O)O)=C[C@@H](CC3CCCC3)N2S(=O)(=O)c2ccc(C)cc2)cc1OC
-2,-38,COc1ccc(NC(=O)CN(C)Cc2c(F)cccc2Cl)cc1S(=O)(=O)N1CCCCC1
10,11,O=C(COC(=O)/C=C/c1ccc(F)cc1)Nc1ccc(S(=O)(=O)N2CCOCC2)cc1
29,-2,O=C(c1cccc(C(=O)N2CCc3ccccc32)n1)N1CCc2ccccc21
9,-7,C=C(C)Cn1c(NCCC)nc2c1c(=O)n(C)c(=O)n2C
25,-13,O=C(Cn1c2ccccc2c(=O)c2cc([N+](=O)[O-])ccc21)Nc1ccccc1Cl
32,-31,O=C(Nc1ccccc1N1CCCCC1)c1ccc2nccnc2c1
31,-16,CCOC(=O)N1CCN(C(=O)c2cc(COc3c(F)cccc3F)on2)CC1
-8,-3,CC1(C)SC2c3ccccc3C(=O)N2[C@@H]1C(=O)O (some centres undefined)
10,-22,COc1ccc(S(=O)(=O)N2CCc3ccccc32)cc1C(=O)Nc1cccnc1
32,-24,O=C(Nc1sc2c(c1C(=O)O)CCC2)c1cccs1
12,-22,O=c1c2c(nc3n1CCCCC3)sc1c(O)c(Br)ccc12
30,-30,CCc1cccc(C)c1NC(=O)COC(=O)Cn1c(C)csc1=O
-4,-11,O=C(COc1ccccc1)Nc1cc(NC(=O)COc2ccccc2)cc(C(=O)O)c1
25,-21,COC(=O)c1ccc(C)c(NC(=O)CN(c2ccc3c(c2)OCO3)S(C)(=O)=O)c1
0,-10,CN1CCN(c2nc3ccccc3nc2C(C#N)S(=O)(=O)c2ccccc2)CC1 (centres undefined)
8,-10,N=c1ncn(CC(O)CN2CCOCC2)c2nc(N3CCOCC3)[nH]c12 (centres undefined)
15,11,O=C(CCS(=O)(=O)c1ccccc1)Nc1ccccc1F
38,-20,COc1cccc(OC)c1NC(=O)Cn1nc(-c2ccc3c(c2)OCCO3)ccc1=O
18,10,CC1=C(C(=O)N(C)C)C(c2ccccc2OC(F)F)NC(=O)N1 (centres undefined)
18,3,CC(=O)Oc1ccc(-c2cccc(C(=O)OCC(=O)Nc3ccccc3Oc3ccccc3)c2)cc1
4,-9,O=C(N/N=C/c1ccc(F)cc1)c1cc(-c2ccc3c(c2)OCO3)n[nH]1
6,-7,O=C(CCN1C(=O)c2ccccc2C1=O)NCCC1=CCCCC1
18,6,O=C(CCN1C(=O)/C(=C/c2cccs2)SC1=S)Nc1cccc(O)c1
8,0,CCOc1cc(/C=N/n2cnnc2)ccc1OS(=O)(=O)c1ccc(C)cc1
7,-25,COc1ccc(OC)c(CN2CCN(c3ccccc3OC)CC2)c1
13,-18,CCCNc1nc2c(c(=O)n(C)c(=O)n2C)n1CCCc1ccccc1
16,-21,CCOc1ccc(C(=O)NC(C(=O)NCC(c2cccs2)N(C)C)C(C)C)cc1 (centres undefined)
23,-17,CSc1nc(N)nc(SCC(=O)C(C)(C)C)c1C#N
18,3,O=c1c2cc(-c3ccccc3)sc2nc2n1CCC2
3,-1,CCOC(=O)/C(C#N)=C\N(C)C
7,-30,Cc1cc(C)c(S(=O)(=O)N2CCN(C(=O)c3cccs3)CC2)c(C)c1
6,-6,Cc1cccc(NC(=O)c2cccs2)n1
13,-23,CC(=O)c1cccc(Oc2ncccn2)c1
22,-21,COc1ccc2c(c1)OC[C@H]1[C@H]2N2C(=O)c3cc(OC)ccc3NC(=O)[C@@]2(C)[C@H]1c1ccccc1
10,-26,COCCCN1C(=O)c2[nH]nc(-c3ccccc3O)c2C1c1ccc(Cl)cc1 (centres undefined)
-9,-9,CC(=O)Oc1c(C(=O)c2nnc(C)o2)c(=O)n(Cc2ccccc2)c2ccccc12
15,-2,O=C(Nc1ccc2[nH]c(=O)[nH]c2c1)C(F)(F)F
10,-37,COc1ccc(-c2noc(N3CCCC(C(=O)Nc4ccc(F)cc4F)C3)n2)cc1 (centres undefined)
9,7,CC(=O)Nc1cccc(C(=O)OCc2ccc(C(=O)Oc3ccc(Cl)cc3)cc2)c1
15,-29,COc1ccc(Oc2nc(C(F)(F)F)nc3ccccc23)cc1
29,-6,CCOc1ncccc1C(=O)NCc1ccccc1
10,-7,O=C(O)CCNC(=O)CCCn1nnc2ccccc2c1=O
7,-7,O=C(c1ccccc1)N1CCN(Cc2ccccc2C(F)(F)F)CC1
10,-11,CCc1ccc(-c2cc(C)no2)cc1S(=O)(=O)Nc1cc(C)on1
12,-14,COc1ccccc1N1CCN(c2ncnc3nc[nH]c23)CC1
23,-22,CCS(=O)(=O)N1N=C(c2ccccc2)CC1c1ccc2nccnc2c1 (centres undefined)
8,-19,COCCCNCCCCOc1ccc(Br)cc1Cl
32,-3,O=C(Cn1cc[n+](CC(=O)c2ccccc2)c1)c1ccccc1
31,-25,O=C(Nc1ccccc1N1CCOCC1)c1ccc2c(c1)OCO2
17,-18,COc1cccc(C(=O)COC(=O)c2ccc(NC(=O)c3ccccc3)cc2)c1
47,3,N#Cc1ccccc1OCC(=O)Nc1ccc2c(c1)OCCCO2
27,-7,O=[N+]([O-])c1ccc(N2CCN(S(=O)(=O)c3ccccc3)CC2)cc1NCc1cccnc1
22,17,CCc1c(C#N)c(SCCC(=O)Nc2cccc(OC)c2)nc2c1C(=O)CC(C)(C)C2
15,-11,O=C(N[C@H]1C/C=C\C(c2ccc(F)cc2)N(Cc2ccccc2)C(=O)C1)OCC1c2ccccc2-c2ccccc21 (some centres undefined)
3,-42,COc1cccc(C2=CC(=O)C[C@H](c3ccc(Cl)cc3)C2)c1OC

# In the list so far, these have two or more sulfur atoms:
OX1R antag-1,OX1R antag-2,structure
20,-15,CC(Sc1nc2ccccc2s1)C(=O)Nc1ccc2c(c1)OCO2 (centres undefined)
-1,-8,S=c1[nH]c(-c2ccc(Cl)cc2)cs1
23,32,CCCN1C(=O)/C(=C/c2c(N3CCNC(=O)C3CC(=O)OCC)nc3c(C)cccn3c2=O)SC1=S (centres undefined)
32,-24,O=C(Nc1sc2c(c1C(=O)O)CCC2)c1cccs1
18,6,O=C(CCN1C(=O)/C(=C/c2cccs2)SC1=S)Nc1cccc(O)c1
23,-17,CSc1nc(N)nc(SCC(=O)C(C)(C)C)c1C#N
7,-30,Cc1cc(C)c(S(=O)(=O)N2CCN(C(=O)c3cccs3)CC2)c(C)c1
